High-throughput results: PubChem BioAssay, several laboratories
BAP1 block: human BAP1 deubiquitinase inhibition | Q92560 | recombinant BAP1, Ub-AMC hydrolysis fluorescence kinetic; active compounds read low | activity remaining (% of control), % at 20 µM | 72,000 compounds, 0.48% hits | AID 436;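 active means activity remaining at or below 50% of control, provided the compound also passes the data quality filters; inactive means the rest, including low values that fail the filters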;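 further: 100% = DMSO wells rate and 0% = substrate alone blank rate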
Target sequence (Q92560 whole entry, looked up): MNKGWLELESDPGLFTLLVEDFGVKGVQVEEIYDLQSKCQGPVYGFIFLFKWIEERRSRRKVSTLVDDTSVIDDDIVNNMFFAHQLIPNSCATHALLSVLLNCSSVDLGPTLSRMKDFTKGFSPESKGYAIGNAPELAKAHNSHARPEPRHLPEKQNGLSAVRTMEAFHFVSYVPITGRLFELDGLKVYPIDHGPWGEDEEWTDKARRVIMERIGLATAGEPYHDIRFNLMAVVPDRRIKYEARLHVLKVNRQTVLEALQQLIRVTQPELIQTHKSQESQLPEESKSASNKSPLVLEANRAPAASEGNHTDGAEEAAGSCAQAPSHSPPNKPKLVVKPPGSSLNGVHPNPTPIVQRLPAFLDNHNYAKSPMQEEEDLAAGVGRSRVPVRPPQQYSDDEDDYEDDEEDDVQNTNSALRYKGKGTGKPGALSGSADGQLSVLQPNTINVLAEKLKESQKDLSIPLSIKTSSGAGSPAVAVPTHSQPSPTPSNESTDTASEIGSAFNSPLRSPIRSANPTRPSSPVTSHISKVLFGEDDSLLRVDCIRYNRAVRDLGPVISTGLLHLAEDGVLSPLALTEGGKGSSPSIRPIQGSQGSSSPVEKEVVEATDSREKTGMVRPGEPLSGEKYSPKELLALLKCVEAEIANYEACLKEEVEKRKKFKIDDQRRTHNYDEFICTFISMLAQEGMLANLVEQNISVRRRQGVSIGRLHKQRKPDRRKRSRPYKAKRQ
HePTP inhibitor: human HePTP phosphatase inhibition; recombinant HePTP phosphatase activity, OD absorbance; 110,000 compounds, 0.64% hits; P35236; inhibition, % at 20 µM; in the data active means inhibition above about 50%;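 further: plate controls were vehicle for no effect and reference inhibitor for full effect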
Target sequence (P35236 whole entry, looked up): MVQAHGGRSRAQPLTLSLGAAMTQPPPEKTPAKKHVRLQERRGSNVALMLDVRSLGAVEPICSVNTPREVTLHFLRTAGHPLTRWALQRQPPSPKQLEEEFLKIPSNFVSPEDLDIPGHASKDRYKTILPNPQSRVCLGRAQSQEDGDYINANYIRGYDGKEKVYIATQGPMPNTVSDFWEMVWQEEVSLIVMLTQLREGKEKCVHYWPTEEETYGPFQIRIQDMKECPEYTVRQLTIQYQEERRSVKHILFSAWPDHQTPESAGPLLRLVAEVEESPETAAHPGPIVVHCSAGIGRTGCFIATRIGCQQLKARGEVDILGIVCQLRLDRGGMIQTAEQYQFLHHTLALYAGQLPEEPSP
* hit, by the source's call; x = not tested or not shown; & = joins results of further samples.

BAP1 block	HePTP inhibitor	mol
x	-3	COc1ccccc1NC(=O)c1nc[nH]c1C(=O)Nc1ccccc1OC
84	15	Cn1c(=O)c2c(nc(CN3CCN(Cc4ccccc4)CC3)n2Cc2cccc(Cl)c2)n(C)c1=O
107	2	CC(C(=O)NCC1(c2ccccc2)CCCC1)N1CCCC1 (centres undefined)
107	5	O=C1OC(N2CCN(C/C=C/c3ccccc3)CC2)c2ccccc21 (centres undefined)
x	2	COc1ccc(-c2nnnn2C)cc1S(=O)(=O)Nc1ccc(I)cc1
130	3	COc1cc(CCC(=O)Nc2cc(Cl)ccc2N2CCN(C)CC2)cc(OC)c1OC
x	103*	O=C1NN(c2ccccc2)C(=O)/C1=C/c1ccc([N+](=O)[O-])o1
x	7	O=C1C2C3C=CC(O3)C2C(=O)N1c1ccc([N+](=O)[O-])cc1 (centres undefined)
x	2	CCCCOc1ccc(C(C)=O)cc1CSc1nc(O)cc(=O)[nH]1
110	10	O=C(Cc1c(O)c2ccccc2[nH]c1=O)NCc1ccccc1F
x	-5	CC12CC3CC(C)(C1)CC(CNC(=O)Nc1ccccc1)(C3)C2
111	4	Cn1c(N)c(C(=O)COC(=O)c2ccc3c(c2)OCCO3)c(=O)n(C)c1=O
x	3	Cc1ccc(Cn2c(/N=C/c3ccccc3O)nc3ccccc32)cc1
183	0	COc1ccc(S(=O)(=O)Nc2ccc(S(=O)(=O)N3CCOCC3)cc2)cc1C
68	5	Cc1ccc(C=Nc2ccc3c(c2)Cc2cc([N+](=O)[O-])ccc2-3)cc1
75	-2	COc1ccc(C(=O)N=c2nc3ccccn3s2)cc1
94	10	N=C1C(c2nc3ccccc3[nH]2)=C(O)CN1c1ccccc1
x	5	O=C1NN(c2ccccc2)C(=O)/C1=C/c1cccc(Cl)c1Cl
135	3	O=c1c2cc3c(=O)n(CC4CCCO4)c(=O)c3cc2c(=O)n1CC1CCCO1 (centres undefined)
x	6	Cc1cccc(C)c1-n1c(C)n[nH]c1=O

Printed as active in HePTP inhibitor, among the entries above:
BAP1 block	HePTP inhibitor	mol
x	103*	O=C1NN(c2ccccc2)C(=O)/C1=C/c1ccc([N+](=O)[O-])o1

Other structures.
BAP1 block	HePTP inhibitor	mol
94	-3	CC(=O)Nc1ccc(Oc2nc(C)cc(C)n2)cc1
x	-17	CC(=O)c1cccc(NC(=O)C2COc3ccccc3O2)c1 (centres undefined)
x	-14	O=C(NCCOCc1ccccc1)c1ccccc1Cl
x	-15	COC(=O)C1=C(C)NC2=C(C(=O)CC(C)(C)C2)C1c1cccc(Cl)c1 (centres undefined)
99	-11	O=C(CSc1nc2ccccc2c(=O)[nH]1)Nc1ccc(S(=O)(=O)N2CCCC2)cc1
x	7	Nc1nc(/N=C/c2ccc(F)cc2)n[nH]1
102	6	Cc1nnc2ccc(N3CCC4(CC3)OCCO4)nn12
x	-4	C/C(=C(\C#N)C(=O)NCc1ccccc1)N(C)C
93	-9	N#CC1(c2ccccc2)CCCN1C(=O)c1ccco1 (centres undefined)
53	x	C=CCn1c2ccccc2c2nnc(SCc3[nH]c(C(=O)OCC)c(C)c3C(C)=O)nc21
143	x	Cc1ccc(S(=O)(=O)N=C(Nc2cccc([N+](=O)[O-])c2)c2ccccc2)cc1
x	-4	Cc1ccc(NC(=O)COc2ccc(Cl)cc2Cl)cc1N(C)C
68	6	O=C(NCc1cccc(Cl)c1)c1cnccn1
x	-3	CC(=NC1CC1)c1c(C(F)(F)F)[nH]n(-c2nc3ccccc3s2)c1=O
94	6	O=C(OCc1nnc(-c2ccccc2)o1)C1=COCCO1
95	2	O=C(N1CCOCC1)N1CCN(S(=O)(=O)c2ccccc2)C1
x	6	O=C(COc1ccc(Cl)cc1)Nc1cccc(-c2nc3ccccc3s2)c1
77	3	Cc1ccc2nc(NC(=O)C3CCN(S(=O)(=O)c4ccc5c(c4)oc(=O)n5C)CC3)sc2c1
85	-1	Cc1ccc(S(=O)(=O)NCc2ccc(C(=O)N(C)CCC#N)cc2)cc1
96	12	COc1ccccc1-n1c(C)nnc1SCC(=O)Nc1cccc(C(C)=O)c1
91	-1	CCOC(=O)N1CCN(Cc2nc3c(c(=O)[nH]c(=O)n3C)n2Cc2cc(C)ccc2C)CC1
155	-6	COc1ccc(CC(=O)Nc2cc(Cl)ccc2O)cc1
108	x	CCOc1ccc(C2C(C(=O)OC3CCCCC3)=C(C)NC3=C2C(=O)CCC3)cc1OC (centres undefined)
105	8	O=C1CC(c2ccccc2)CN1Cc1ccccc1 (centres undefined)
x	11	CCCC(=O)Nc1ccc(NC(=O)c2ccc(Cl)cc2Cl)cc1
x	3	COc1ccc([N+](=O)[O-])cc1/C=C1/SC(=S)N(CC(=O)O)C1=O
83	x	Cc1ccc2oc(-c3ccc(C)c(NC(=O)c4ccc([N+](=O)[O-])cc4)c3)nc2c1
x	-9	COc1ccc(CCNC(=O)c2cc3nc(-c4cccs4)cc(C(F)(F)F)n3n2)cc1OC
x	-14	Cc1ccccc1-c1nc(-c2ccc(F)cc2)no1
124	x	CCOC(=O)c1cccc(C(=O)Nc2nccs2)n1
100	0	O=S(=O)(c1cccs1)n1cccn1
x	-6	O=C1S/C(=C/c2ccc(-c3ccc(Cl)cc3Cl)o2)C(=O)N1c1ccccc1
x	7	O=C(NCc1ccccn1)c1cc(-c2ccccc2Cl)nc2ccccc12
58	8	O=C(c1ccco1)N1CCN(c2ncnc3c2oc2ccccc23)CC1
x	5	Cc1cc(Cl)ccc1OCC(=O)Nc1cccc2nsnc12
148	x	CC(NC(=O)Cc1cccs1)C(c1cccs1)N1CCN(c2ccccc2)CC1 (centres undefined)
x	-20	CCOc1cc(/C=N/NC(=O)c2ccccn2)cc([N+](=O)[O-])c1O
x	4	O=C(OCc1c(Cl)cccc1Cl)c1ccccn1
x	-5	COc1ccc(N2C(=O)NC(=O)/C(=C/c3ccccc3O)C2=O)cc1
x	8	Cc1nn(-c2ccccc2)c(C)c1/C=N/NC(=O)c1cc(-c2ccccc2)n[nH]1
x	7	CCOc1ccc(NC(NC(=O)CN2C(=O)c3ccccc3S2(=O)=O)C(Cl)(Cl)Cl)cc1 (centres undefined)
x	-4	COCCNC(=O)C(=O)Nc1ccc(OC)c(Cl)c1
x	-14	CCOc1ccccc1NC(=O)COc1ccc(-c2ccc(C)cc2)cc1
128	9	Cc1c(Cl)cccc1NC(=O)CCN1CCCCCC1
x	3	Cc1ccc(S(=O)(=O)N(CC(=O)N2CCN(c3ccccc3)CC2)c2ccccc2C)cc1
102	3	CC1CCCC(C)N1CCNC(=O)CCn1nc(-c2ccccc2)ccc1=O (centres undefined)
x	9	CN1CCN(c2ccc([N+](=O)[O-])c(NCc3ccc(Cl)cc3)c2)CC1
107	x	COc1ccc(C(=O)Nc2ccccc2C)cc1
91	-16	Cc1ccc(Cn2c(CN3CC(C)OC(C)C3)nc3c2c(=O)[nH]c(=O)n3C)cc1 (centres undefined)
103	11	CC1CCCCC1NC(=O)CN1CCN(Cc2ccccc2Cl)C1=O (centres undefined)
93	6	Cc1ccc(N2CC(C(=O)N3CCN(C(=O)c4ccco4)CC3)CC2=O)cc1 (centres undefined)
105	2	Cn1c(CCNC(=O)c2ccco2)nc2cc(NC(=O)c3ccco3)ccc21
86	2	CCOc1ccccc1NC(=O)CN(c1ccc(C)cc1)S(=O)(=O)c1c(C)noc1C
94	5	c1ccc2c(c1)ncn2Cc1nnc2sc(-c3ccncc3)nn12
x	16	CC1CCN(CCNC(=O)c2ccc3c(=O)n(CCc4ccccc4)c(=O)[nH]c3c2)CC1
x	4	Cc1cc(C)c(S(=O)(=O)Nc2cccc([N+](=O)[O-])c2C)c(C)c1
99	x	Cc1ccc(NS(=O)(=O)c2cc(C(=O)Nc3ccc(C(=O)O)cc3)ccc2C)cc1
89	-6	COc1ccc(C)cc1Nc1cc(C)nc2ncnn12
122	-2	O=C(Nc1cccc(Cl)c1)c1cnn2cccnc12
68	23&-8	CC1(C)CC(=O)C2=C(C1)OC(N)=C(C#N)C2C1CC=CCC1 (centres undefined)

(listing goes on)
BAP1 block	HePTP inhibitor	mol
x	-10	Cc1ccc(-n2ncnc2-c2ccccc2C)cc1Cl
x	-7	COc1cccc(CN2CCN(Cc3cccc([N+](=O)[O-])c3)CC2)c1
94	-3	CCOC(=O)CSc1nnc(CSc2nc(C)cc(C)n2)n1Cc1ccco1
96	-2	O=C(Cn1c(=O)sc2ccccc21)NCCOc1ccccc1F
x	7	O=C(Nc1cccc(Br)c1)c1ccc(Cl)c([N+](=O)[O-])c1
x	6	Cn1c(O)c(N=NC(=O)c2ccccc2NC(=O)c2ccccc2)c2ccccc21
144	x	Cc1cccn2c(=O)c(C=Nc3ccccc3)c(NCc3ccccc3)nc12
62	-2	C=CCCC(=O)Nc1ccc(COC(=O)N2CCOCC2)cc1
66	x	CC1=C(C(=O)OC2CCCCCC2)C(c2ccccc2I)NC(=O)N1C (centres undefined)
x	-8	Cc1cccc(N2C(=O)c3ccc(C(=O)O)cc3C2=O)c1
x	4	CCC(=O)Nc1sc2c(c1C(=O)Nc1cccc3ccccc13)CCC(C)C2 (centres undefined)
x	2	COc1ccc(OC)c(CN2CCN(C(=O)c3cccc(Cl)c3)CC2)c1
98	5	CCOC(=O)N1CCN(c2nc(-c3ccc(OC)cc3)no2)CC1
60	x	O=C(Nc1cc2cccc([N+](=O)[O-])c2oc1=O)c1cccc2ccccc12
57	2	Nc1ccc(O)c(-c2nc3ccccc3s2)c1
109	-1	COC(=O)c1cccc(N(C(=O)c2cnccn2)C(C(=O)NCc2ccccc2)c2ccco2)c1 (centres undefined)
90	8	CCN(CC)c1ccc(N2C(=O)c3ccccc3C2=O)cc1
x	-6	CC(C(=O)Nc1ccc(NC(=O)c2ccco2)cc1)(c1ccccc1)c1ccccc1
101	-1	COc1ccc(C)cc1NC(=O)CSc1nnc(-c2ccc(C)cc2)o1
101	-6	Cn1c(NC(=O)c2ccc(Cl)cc2Cl)cc(=O)n(C)c1=O
x	4	CCn1c2ccccc2c2nnc(SCc3cc(=O)n4ccsc4n3)nc21
96	2	O=C1c2ccccc2C(O)N1c1cccnc1 (centres undefined)
x	3	COc1ccccc1CC(=O)Nc1cc(C)ccn1
x	7	CC(=O)c1c(C)[nH]c(C(=O)OCc2ccccc2)c1C
x	6	Cc1ccc(C(=O)/C=C/c2ccc([N+](=O)[O-])cc2)s1
93	7	Cc1cccc(N2C(=O)CC(N3CCN(Cc4ccc5c(c4)OCO5)CC3)C2=O)c1 (centres undefined)
x	-1	Cc1cc(C)n(C(=O)c2cc(=O)[nH]c3ccccc23)n1
78	-2	CC(C)(Oc1ccc(Cl)cc1)C(=O)NC1CCSC1=O (centres undefined)
x	-5	COc1ccc(OCCSc2nnnn2-c2ccccc2)cc1
x	3	COC(=O)c1[nH]c2ccc(C)cc2c1NC(=O)CCN1CCN(C2CCCCC2)CC1
x	2	O=C(CSc1nc2ccc(N3C(=O)c4ccccc4C3=O)cc2s1)c1ccc(F)cc1
80	7	O=c1[nH]c2ccc(S(=O)(=O)N3CCN(Cc4ccccc4)CC3)cc2[nH]c1=O
x	-10	O=C(c1ccc(Cl)cc1)C(Sc1nnnn1-c1ccccc1)c1ccc([N+](=O)[O-])cc1 (centres undefined)
70	-2	Cc1ccc(S(=O)(=O)CCC(=O)OCC(=O)Nc2ncc(Cl)cc2Cl)cc1
x	-5	O=C(COc1cccc(Cl)c1)NCc1ccco1
x	-1	CC(=O)CC(=O)Nc1ccc(NC(=O)CC(C)=O)c(Cl)c1
94	5	O=C(O)c1cc(S(=O)(=O)Nc2ccc3c(c2)OCCO3)c(Cl)cc1Cl
x	2	COc1ccc(NC(=O)CN(CCc2ccccc2)S(=O)(=O)c2ccc(OC)cc2)cc1
x	3	COc1ccc(Cn2c(SC)nc(O)cc2=O)cc1
108	7&-15	O=C(c1nc2nc(-c3ccccc3)cc(C(F)(F)F)n2n1)N1CCCCC1

Compound profiles, as listed above. Screens in order: BAP1 block | HePTP inhibitor
c1ccc2c(c1)ncn2Cc1nnc2sc(-c3ccncc3)nn12 reads 94 | 5
COc1ccc(N2C(=O)NC(=O)/C(=C/c3ccccc3O)C2=O)cc1 reads x | -5
Cc1cc(C)c(S(=O)(=O)Nc2cccc([N+](=O)[O-])c2C)c(C)c1 reads x | 4
Cc1ccc2oc(-c3ccc(C)c(NC(=O)c4ccc([N+](=O)[O-])cc4)c3)nc2c1 reads 83 | x
O=C(NCc1ccccn1)c1cc(-c2ccccc2Cl)nc2ccccc12 reads x | 7

Next section.
BAP1 block	HePTP inhibitor	mol
x	-3	O=C(NN=C1CCCC1)c1cccnc1
x	6	CCOC(=O)/C(C#N)=C/c1[nH]c2ccccc2c1OC(C)=O
83	7	Cc1cccn2c(=O)c(C=NCc3ccco3)c(Nc3ccc(Cl)cc3)nc12
197	4	CCOC(=O)c1nn(-c2ccccc2)c(C(=O)OCC)c1N
115	9	COc1ccc(Cl)cc1Nc1nc(C)cc(=O)[nH]1
99	-9	Cc1ccc2nc3n(c(=O)c2c1)CCC3
x	10	CC(C)CC(=O)N1CCC(Cc2ccccc2)CC1
98	-5	Cc1cccc(-n2ncc3c(NCCCO)ncnc32)c1
x	1	Cc1ccc(NC(=O)CSc2nc(O)c(Cc3ccccc3)c(=O)n2-c2ccccc2)cc1
114	x	O=C(Nc1nccs1)c1ccccc1Cl

Exported as comma-separated lines: 6 of the compounds above.
canonical_smiles,BAP1 block,HePTP inhibitor
CC(C)CC(=O)N1CCC(Cc2ccccc2)CC1,x,10
CCOC(=O)/C(C#N)=C/c1[nH]c2ccccc2c1OC(C)=O,x,6
O=C(NN=C1CCCC1)c1cccnc1,x,-3
Cc1cccc(-n2ncc3c(NCCCO)ncnc32)c1,98,-5
COc1ccc(Cl)cc1Nc1nc(C)cc(=O)[nH]1,115,9
Cc1ccc2nc3n(c(=O)c2c1)CCC3,99,-9

An unsorted share of the library. Share with any hit: about 0.7%.
